Assay outcomes (PubChem BioAssay)
RPL19A TOR yeast: yeast TOR pathway RPL19A-GFP modulation. S. cerevisiae RPL19A-GFP strain, flow cytometry, 3 h; stronger effect = lower value. percent response vs DMSO, % at 10 µM. 0.3% of 330,000 active. AID 2025;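 active = percent response vs DMSO below 50%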;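 also: median channel GFP fluorescence of the barcoded RPL19A-GFP strain; ratio of sample median GFP to plate DMSO average so 100% = DMSO; lower means less RPL19A-GFP as with rapamycin TOR inhibition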
LAP4 TOR yeast: alters LAP4-GFP fluorescence in TOR pathway yeast screen; S. cerevisiae LAP4-GFP multiplex, flow cytometry GFP, 3 h; median GFP as percent of DMSO wells; GFP response vs DMSO, % at 10 µM; 0.34% of 320,000 active; AID 2023;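 active = GFP response vs DMSO above a set limit, about the screen mean plus 3 SD, cut at about 150% in these data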
GASC-1 inh: inhibitors of human GASC-1 (JMJD2C) demethylase | Q9H3R0 | GST-JMJD2C(1-420) H3K9me3 demethylation, DELFIA europium | inhibition, % at 2.35 µM | 0.069% of 330,000 active;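 active = more than half of a compound's replicate wells show inhibition beyond 50%, single wells judged on their own value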;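 also: signal counts dimethyl H3K9 product captured on neutravidin plate; 0% = median of DMSO wells and 100% = 0.3 times that DMSO median; strong numbers were not always called active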
AGP1-GFP MLPCN: yeast TOR pathway AGP1-GFP modulation. S. cerevisiae AGP1-GFP multiplex flow cytometry, 3 h; GFP as percent of DMSO wells. GFP response vs DMSO, % at 10 µM. 0.02% of 320,000 active. AID 2066;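 active = GFP response relative to DMSO above a set limit, near screen average plus 3 SD, cut at about 150% in these data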;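 also: median GFP channel fluorescence of the gated AGP1 strain per well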
VLA-4 inh: inhibition in a human VLA-4 binding assay | 0.2% of 330,000 active | inhibition, % (about 7 µM as worked out from the volumes in the protocol) | AID 2557 | P13612 | VLA-4 expressing cells, ligand binding flow cytometry; in the data active = inhibition above about 50%
Target sequence (P13612 whole entry, looked up): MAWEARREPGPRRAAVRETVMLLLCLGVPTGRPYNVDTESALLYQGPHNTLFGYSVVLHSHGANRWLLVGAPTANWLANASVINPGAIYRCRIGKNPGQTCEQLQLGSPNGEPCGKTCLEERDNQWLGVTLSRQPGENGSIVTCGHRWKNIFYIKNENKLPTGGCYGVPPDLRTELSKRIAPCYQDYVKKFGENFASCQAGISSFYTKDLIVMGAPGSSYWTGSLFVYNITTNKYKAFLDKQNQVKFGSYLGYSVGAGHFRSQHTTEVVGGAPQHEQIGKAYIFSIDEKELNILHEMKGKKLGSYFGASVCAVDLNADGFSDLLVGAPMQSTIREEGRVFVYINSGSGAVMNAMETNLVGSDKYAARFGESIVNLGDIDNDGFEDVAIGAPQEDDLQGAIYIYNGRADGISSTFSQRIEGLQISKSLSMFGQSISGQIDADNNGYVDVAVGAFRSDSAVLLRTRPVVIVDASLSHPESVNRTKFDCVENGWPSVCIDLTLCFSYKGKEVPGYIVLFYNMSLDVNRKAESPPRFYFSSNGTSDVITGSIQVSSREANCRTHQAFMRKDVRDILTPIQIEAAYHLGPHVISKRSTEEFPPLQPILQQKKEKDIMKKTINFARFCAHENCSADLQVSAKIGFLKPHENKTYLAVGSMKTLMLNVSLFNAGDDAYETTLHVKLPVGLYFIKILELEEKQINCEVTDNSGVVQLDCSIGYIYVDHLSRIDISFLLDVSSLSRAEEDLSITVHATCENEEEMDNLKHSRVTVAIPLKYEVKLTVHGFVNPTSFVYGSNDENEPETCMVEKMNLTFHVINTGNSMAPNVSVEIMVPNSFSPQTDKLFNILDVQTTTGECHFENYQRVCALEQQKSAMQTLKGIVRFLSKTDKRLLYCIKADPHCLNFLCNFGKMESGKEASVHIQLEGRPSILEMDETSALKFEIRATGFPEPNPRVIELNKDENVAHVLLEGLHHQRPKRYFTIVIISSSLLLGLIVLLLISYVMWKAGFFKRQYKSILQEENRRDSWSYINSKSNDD
MEP2 TOR yeast: modulators of TOR pathway MEP2-GFP in S. cerevisiae; S. cerevisiae MEP2-GFP strain, flow cytometry GFP, 3 h; 100% = DMSO control level; GFP response vs DMSO, % at 10 µM; 0.51% of 330,000 active; AID 2016;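 active = GFP response versus DMSO above a set limit, roughly screen mean plus 3 SD, cut at about 180% in these data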;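 also: median GFP fluorescence of the barcode-gated MEP2-GFP cells per well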
CIT2 TOR yeast: yeast TOR pathway CIT2-GFP modulation; 0.065% of 320,000 active; GFP response vs DMSO, % at 10 µM; S. cerevisiae CIT2-GFP strain, flow cytometry, 3 h; 100 means same as DMSO wells; AID 2029;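 active = GFP response relative to DMSO above a set limit, near the screen mean plus 3 SD, cut at about 150% in these data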;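 also: ratio of well median GFP fluorescence to mean of DMSO wells on the plate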
GRK2 inh: blocks RNA aptamer binding to human GRK2; P25098; bead flow cytometry, FAM-aptamer displacement from GRK2; inhibition of aptamer binding, % at 10 µM; 0.59% of 330,000 active; AID 488847;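 active = inhibition of aptamer binding above 40%, roughly 3 SD of noise, on plates passing a quality check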;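 also: median bead fluorescence of bound FAM aptamer so fluorescent compounds give negative values; no value below 0 was filed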
* hit, by the source's call; nt = not tested or not shown.

SMILES | RPL19A TOR yeast | LAP4 TOR yeast | GASC-1 inh | AGP1-GFP MLPCN | VLA-4 inh | MEP2 TOR yeast | CIT2 TOR yeast | GRK2 inh
C[n+]1cc(-c2ccccc2)n2c1CCCCC2 | 97 | 98 | 1 | 100 | -2 | 100 | 99 | 1
Cc1ccc(N2CCN(C(=O)c3cn(CC4CCCCC4)nn3)C(C)C2)cc1 (stereo not drawn) | 95 | 96 | -13 | 97 | 6 | 94 | 92 | 1
CCOC(=O)N1CCC(N2CCCC(CO)(Cc3cccc(Cl)c3)C2)CC1 (stereo not drawn) | 99 | 103 | 9 | 102 | 13 | 98 | 98 | 0
Cc1ccc(N2CCN(c3ccc(C)cc3)C2c2ccncc2)cc1 | 100 | 97 | 0 | 108 | 24 | 105 | 99 | 0
O=C(COC(=O)CCc1nc2ccccc2s1)Nc1cccc(S(=O)(=O)N2CCOCC2)c1 | 101 | 102 | 7 | 98 | 4 | 101 | nt | 2
COc1ccc(C(=O)NC(=S)Nc2ccc(N3CCN(C(C)=O)CC3)cc2)cc1[N+](=O)[O-] | 96 | 113 | 1 | 103 | -8 | 98 | 97 | 0
N#Cc1c(N2C(=O)C3C4C=CC(C4)C3C2=O)sc2c1CCC2 (stereo not drawn) | 96 | 91 | 5 | 99 | 15 | 94 | 92 | 0
O=C(Nc1ccccc1)NC1(C(=O)NCc2ccc3c(c2)OCO3)CCCCC1 | 94 | 96 | 5 | 96 | -58 | 102 | 98 | 0
C=CC(C)(C)c1[nH]cnc1/C=C1\NC(=O)C(C(C)C)NC1=O (stereo not drawn) | 101 | 102 | -10 | 108 | -4 | 105 | 103 | 0
Cc1cc(Cn2nnc3ccccc32)c(O)c(C(C)(C)C)c1 | 106 | 105 | 1 | 95 | 29 | 97 | 95 | 4
N#Cc1ccccc1S(=O)(=O)N1CCN(C(=O)[C@H](Cc2ccccc2)NC(=O)c2ccco2)CC1 | 91 | 88 | 0 | 95 | 8 | 93 | 91 | 2
N#Cc1cn(CC(=O)NCc2cccnc2)c2ccccc12 | 100 | 89 | 8 | 99 | 8 | 99 | 98 | 3
COC(=O)c1sccc1NC(=O)Nc1cc(OC)ccc1OC | 114 | 87 | -5 | 82 | 2 | 110 | 100 | 2
Cc1ccccc1C(=O)Nc1ccccc1C(=O)NC1CC1 | 99 | 86 | 36 | 90 | 13 | 103 | 96 | 1
O=Cc1cccc(OC(=O)Nc2ccccc2)c1 | 96 | 109 | -6 | 106 | -4 | 99 | 107 | 4
CN(C)/C=N/c1cc(=O)[nH]c(=O)n1CC1CC1 | 99 | 135 | -2 | 94 | 19 | 95 | 117 | 1
O=C(Nc1ccc2oc(-c3ccncc3)nc2c1)c1ccc([N+](=O)[O-])o1 | 103 | 88 | 8 | 101 | 17 | 100 | 103 | 0
Cc1cccc(NC(=O)/C=C/c2ccc3c(c2)OCO3)n1 | 99 | 98 | 7 | 100 | 13 | 104 | 98 | 4
Cc1[nH]n(-c2ccccc2)c(=S)c1C=Nc1cccc([N+](=O)[O-])c1 | 102 | 119 | 13 | 106 | -3 | 112 | 104 | 1
O=C(NNC(=O)c1cc2ccccc2o1)c1ccncc1 | 104 | 97 | -7 | 103 | -6 | 101 | 113 | 1
Cc1cccc(-n2c(SCC(=O)N3CCN(c4ccccn4)CC3)nnc2N2CCOCC2)c1 | 100 | 99 | -5 | 99 | 11 | 102 | 101 | 1
Cc1noc(C)c1S(=O)(=O)N(CC(=O)NC1CCCC1)c1ccc(C(C)C)cc1 | 100 | 86 | 11 | 98 | -1 | 96 | 98 | 0
COc1ccc([C@@H]2C=C(C(=O)O)O[C@H](OCCCCO)C2)cc1 | 89 | 125 | 6 | 76 | 17 | 89 | 60 | 0
COc1ccc(NC(=O)CSc2nnc(Cn3cnc4ccccc43)n2C)cc1 | 94 | 102 | -1 | 101 | -2 | 108 | 115 | 0
COc1ccc(N=Nc2ccc(O)c3ncccc23)cc1 | 96 | 215* | -2 | 98 | 13 | 116 | 102 | 0
CN1C(=O)CC(C(=O)O)SC1=Nc1cc(Cl)c(O)c(Cl)c1 (stereo not drawn) | 102 | 106 | -3 | 106 | 12 | 99 | 100 | 4
CN(C(=O)COC(=O)c1cccnc1Nc1ccccc1F)C1CCS(=O)(=O)C1 (stereo not drawn) | 109 | 108 | 5 | 106 | 8 | 109 | 99 | 1
N/C(=N\S(=O)(=O)c1cc(C(F)(F)F)cc(C(F)(F)F)c1)c1cccs1 | 97 | 114 | -9 | 105 | 18 | 101 | 91 | 4
CCC1OC23CCCCC2C(C#N)(C(=N)O3)C1(C#N)C#N (stereo not drawn) | 101 | 93 | 3 | 91 | 12 | 128 | 96 | 0
O=C(NC1CCCCC1)C(c1ccc2ncccc2c1)N(Cc1ccccc1)C(=O)c1ccc2c(c1)OCCO2 (stereo not drawn) | 105 | 100 | -2 | 105 | 3 | 103 | 109 | 0
CC(C)Oc1ccc(C(=O)NC2=NCCS2)cc1 | 97 | 115 | 8 | 122 | 11 | 106 | 112 | 1
CCOc1ccccc1NC(=O)C1CCN(S(=O)(=O)c2ccc(OC)c(OC)c2)CC1 | 100 | 97 | 4 | 101 | 10 | 105 | 102 | 3
Cc1ccc(S(=O)(=O)NC2=NCN(C(C)C)CN2)cc1 | 99 | 86 | -19 | 100 | 4 | 98 | 89 | 1
O=C(CC1C(=O)NCCN1Cc1cccc(F)c1F)NCCCC1CCCC1 (stereo not drawn) | 101 | 96 | -22 | 103 | -11 | 107 | 107 | 0
Cc1c(C(=O)OC(C)C)sc(NC(=O)c2cccnc2)c1C#N | 91 | 85 | 2 | 88 | -12 | 94 | 99 | 0
NC(=O)N1N=C2/C(=C/c3ccccc3)CCCC2C1c1ccccc1 (stereo not drawn) | 102 | 94 | -5 | 107 | 9 | 100 | 100 | 0
CC(=O)N(CCC1(C(C)C)CCOC(C)(C)C1)C(C)c1cccs1 (stereo not drawn) | 110 | 105 | 12 | 114 | -4 | 113 | 107 | 1
O=C(c1ccc(S(=O)(=O)N2CCOCC2)cc1)N1CCN(c2ccccc2F)CC1 | 97 | 103 | -1 | 104 | 1 | 101 | 101 | 0
CCOC(=O)c1cnn(-c2nc(-c3ccccc3)cs2)c1C(F)(F)F | 105 | 101 | 3 | 113 | 0 | 109 | 113 | 2
O=C(CSc1ccccn1)N1CCCC(Nc2ccc(F)c(F)c2)C1 (stereo not drawn) | 108 | 99 | 0 | 103 | 13 | 92 | 102 | 1

2 compounds from above, reduced to CIT2 TOR yeast, VLA-4 inh and GASC-1 inh:
SMILES,CIT2 TOR yeast,VLA-4 inh,GASC-1 inh
O=C(CC1C(=O)NCCN1Cc1cccc(F)c1F)NCCCC1CCCC1 (stereo not drawn),107,-11,-22
CCOc1ccccc1NC(=O)C1CCN(S(=O)(=O)c2ccc(OC)c(OC)c2)CC1,102,10,4

The list continues.
SMILES | RPL19A TOR yeast | LAP4 TOR yeast | GASC-1 inh | AGP1-GFP MLPCN | VLA-4 inh | MEP2 TOR yeast | CIT2 TOR yeast | GRK2 inh
CCN(CC)c1ccc(-c2nnc(SCC(=O)N(CCOC)c3c(N)n(CC(C)C)c(=O)[nH]c3=O)o2)cc1 | 100 | 101 | 8 | 108 | 3 | 108 | 94 | nt
O=C1N/C(=N\N=C\c2cccnc2)SC1Cc1ccc(SC(F)F)cc1 (stereo not drawn) | 97 | 104 | -2 | 98 | 19 | 102 | 96 | 7
Cc1cccc(N(CC(=O)NC(C)C)C(=O)CCC(=O)Nc2nccs2)c1 | 103 | 88 | -21 | 100 | 4 | 95 | 102 | 0
CCC(C)Nc1c2c(nc3c(-c4ccccc4)c(C)nn13)CCC2 (stereo not drawn) | 105 | 114 | -3 | 98 | 5 | 100 | 106 | 2
C=C1CCC[C@]2(C)C[C@H]3OC(=O)C(CN(Cc4ccc(OC)c(OC)c4)CC(C)O)[C@H]3CC12 (stereo partly drawn) | 103 | 117 | 4 | 101 | -4 | 112 | 99 | 0
O=C(NC1CS(=O)(=O)CC1NCc1ccco1)c1ccccc1 (stereo not drawn) | 96 | 95 | -20 | 95 | 16 | 98 | 94 | 1
COc1ccc(CN=Nc2cc(C)nc(NS(=O)(=O)c3ccccc3Cl)n2)cc1 | 96 | 121 | 1 | 100 | 9 | 109 | 104 | 0
Cc1ccc(S(=O)(=O)NC2=NCN(CCOC(=O)c3ccc([N+](=O)[O-])cc3)CN2)cc1 | 92 | 93 | 1 | 98 | 25 | 96 | 97 | 1
CCc1ccc(C(C(=O)NC2CCCC2)N(C(=O)/C=C/C(=O)Nc2cc(C)on2)c2ccccc2C)cc1 (stereo not drawn) | 100 | 89 | -4 | 99 | 9 | 96 | 100 | 1
CCN1C(=O)c2ccccc2S(=O)(=O)c2ccc(C(=O)NCCCN(CC(C)C)CC(C)C)cc21 | 92 | 91 | -20 | 93 | 2 | 89 | 101 | 1

A portion of the results above, for reference:
SMILES | RPL19A TOR yeast | LAP4 TOR yeast | GASC-1 inh | AGP1-GFP MLPCN | VLA-4 inh | MEP2 TOR yeast | CIT2 TOR yeast | GRK2 inh
C=C1CCC[C@]2(C)C[C@H]3OC(=O)C(CN(Cc4ccc(OC)c(OC)c4)CC(C)O)[C@H]3CC12 (stereo partly drawn) | 103 | 117 | 4 | 101 | -4 | 112 | 99 | 0
O=C(NC1CS(=O)(=O)CC1NCc1ccco1)c1ccccc1 (stereo not drawn) | 96 | 95 | -20 | 95 | 16 | 98 | 94 | 1
COc1ccc(CN=Nc2cc(C)nc(NS(=O)(=O)c3ccccc3Cl)n2)cc1 | 96 | 121 | 1 | 100 | 9 | 109 | 104 | 0

(listing goes on)
SMILES | RPL19A TOR yeast | LAP4 TOR yeast | GASC-1 inh | AGP1-GFP MLPCN | VLA-4 inh | MEP2 TOR yeast | CIT2 TOR yeast | GRK2 inh
O=C(COC(=O)CNC(=O)c1cccc([N+](=O)[O-])c1)NCc1ccco1 | 91 | 96 | 34 | 100 | 19 | 90 | 90 | 3
O=C(Nc1cccn2ncnc12)c1ccc(Cl)cc1Cl | 97 | 91 | 3 | 95 | 11 | 93 | 95 | 1
CCc1ccc(CC)c(S(=O)(=O)Nc2ccc(C(=O)O)c(O)c2)c1 | 103 | 100 | -2 | 101 | -4 | 112 | 94 | 15
Cn1c(COc2ccc(C(=O)O)cc2)nc2ccccc21 | 105 | 92 | 5 | 100 | 7 | 105 | 104 | 0
Cc1nnc2c(-c3ccccc3)nc3ccccc3n12 | 100 | 96 | 7 | 85 | 10 | 97 | 100 | 0
COc1ccc2c(C)c(Cc3ccccc3)c(=O)oc2c1OC | 101 | 108 | 3 | 101 | 19 | 102 | 96 | 2
COC(=O)CSc1n[nH]c(-c2cccnc2)n1 | 99 | 98 | -19 | 102 | 2 | 97 | 103 | 0
COc1cccc(-c2nnc(N(C)C(=O)C3CCOC3)s2)c1 (stereo not drawn) | 102 | 103 | 1 | 93 | 4 | 99 | 99 | 1
CC(NC(=O)C1CCN(C(=O)c2cccs2)CC1)c1ccc(S(N)(=O)=O)cc1 (stereo not drawn) | 101 | 100 | -2 | 100 | 11 | 105 | 102 | 3
CCc1ccc(/C=N/N2CCN(c3ccccn3)CC2)cc1 | 99 | 113 | -4 | 104 | 8 | 98 | 94 | 1
O=C(CSc1nc2nn(-c3ccccc3)c(=O)c-2c2n1CCCCC2)NCCCc1ccccc1 | 102 | 103 | -3 | 103 | 2 | 107 | 99 | 0
O=C(N/N=C/c1ccccc1O)C(=O)Nc1ccccn1 | 106 | 109 | 3 | 92 | -5 | 102 | 88 | 0
CCCOC(=O)c1ccc(Oc2cn[nH]c2-c2ccc(OCC(=O)NN)cc2O)cc1 | 98 | 104 | -32 | 103 | -1 | 101 | 104 | 1
CCOC(=O)N1CCN(C/C(C)=C/c2ccccc2)CC1 | 100 | 97 | 24 | 98 | 4 | 99 | 99 | 0
O=C(NCc1c(Cl)cccc1Cl)c1ccc2nnsc2c1 | 93 | 116 | 0 | 101 | 5 | 99 | 88 | 0
Cc1csc2c(N3CCN(S(=O)(=O)c4ccc(Cl)cc4)CC3)ncnc12 | 91 | 126 | 2 | 104 | 7 | 95 | 87 | 0
